High-throughput results (PubChem BioAssay)
tim10-1 inh = inhibits growth of tim10-1 mutant yeast | S. cerevisiae tim10-1 ts strain growth, BacTiter-Glo, 24 h | inhibition, % at 20 µM | actives 2.2% (n = 330,000);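 active means inhibition of at least 40%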;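 further: mutant grown at 25 °C; 0% = DMSO wells with yeast and 100% = wells holding no yeast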
Jurkat NFkB inh = lowers PMA/ionomycin-induced NF-kB signal in Jurkat cells. PMA/ionomycin-induced NF-kB luciferase reporter, luminescence. inhibition, % at 4 µM. actives 0.53% (n = 330,000). AID 435003; in the data active means inhibition above about 50%
tim23-1 inh = growth inhibitors of tim23-1 mutant yeast | S. cerevisiae tim23-1 growth, BacTiter-Glo luminescence, 24 h | inhibition, % at 20 µM | actives 1.3% (n = 330,000);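 active means growth inhibition of the mutant yeast at or above 50%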;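 further: temperature-sensitive mutant grown at 25 °C; plate controls were DMSO-treated mutant yeast for no effect and medium wells lacking yeast for full effect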
Mdm2 MdmX PPI = inhibitors of human Mdm2/MdmX interaction; SaOS-2 split-luciferase Mdm2/MdmX complementation, luminescence; actives 3% (n = 330,000); inhibition, % at 8 µM; O15151+Q00987;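 active means inhibition of at least 50% at 8 µM in the primary screen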
Target sequence (O15151 whole entry, looked up): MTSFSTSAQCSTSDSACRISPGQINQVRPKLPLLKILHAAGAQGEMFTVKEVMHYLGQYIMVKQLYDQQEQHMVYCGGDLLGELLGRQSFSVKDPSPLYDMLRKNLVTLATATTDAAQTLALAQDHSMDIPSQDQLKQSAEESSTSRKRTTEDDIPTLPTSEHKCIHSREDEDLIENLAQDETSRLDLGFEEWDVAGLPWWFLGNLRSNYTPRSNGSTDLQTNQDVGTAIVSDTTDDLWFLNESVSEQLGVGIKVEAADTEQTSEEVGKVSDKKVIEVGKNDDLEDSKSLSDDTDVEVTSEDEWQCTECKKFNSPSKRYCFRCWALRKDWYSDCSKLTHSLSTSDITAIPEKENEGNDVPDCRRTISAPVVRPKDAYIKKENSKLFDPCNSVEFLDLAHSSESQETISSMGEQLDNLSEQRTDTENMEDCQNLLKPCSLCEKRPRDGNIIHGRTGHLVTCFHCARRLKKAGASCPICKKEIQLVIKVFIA
Target sequence (Q00987 whole entry, looked up): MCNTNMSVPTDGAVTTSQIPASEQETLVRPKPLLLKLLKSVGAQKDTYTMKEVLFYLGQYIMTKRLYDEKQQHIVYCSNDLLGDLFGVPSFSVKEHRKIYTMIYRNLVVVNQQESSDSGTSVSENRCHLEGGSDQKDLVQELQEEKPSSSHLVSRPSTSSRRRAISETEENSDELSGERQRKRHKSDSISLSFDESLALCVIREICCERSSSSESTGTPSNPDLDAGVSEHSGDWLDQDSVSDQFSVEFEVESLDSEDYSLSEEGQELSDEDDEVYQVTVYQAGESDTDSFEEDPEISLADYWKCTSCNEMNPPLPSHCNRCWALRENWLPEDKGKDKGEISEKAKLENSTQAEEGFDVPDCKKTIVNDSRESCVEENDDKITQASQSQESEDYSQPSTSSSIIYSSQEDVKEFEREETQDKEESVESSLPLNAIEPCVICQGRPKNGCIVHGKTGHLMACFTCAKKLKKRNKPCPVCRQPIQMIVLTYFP
TIM10 inh = inhibits growth of TIM10 yeast strain; S. cerevisiae TIM10 strain growth, BacTiter-Glo luminescence, 24 h; AID 463195; inhibition, % at 10 µM; actives 1.4% (n = 330,000);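 active means inhibition of 40% or more at the single tested concentration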;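 further: wild-type TIM10 isogenic control strain grown at permissive 25 °C; 0% = DMSO yeast wells and 100% = minimal medium wells without yeast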
XBP1 UPR activ = adaptive UPR (XBP1) activation; AID 463104; CHO-XBP1 luciferase reporter, IRE1-XBP1 UPR activation, luminescence; percent of tunicamycin response, DMSO as zero; actives 0.33% (n = 330,000); activation, % at 20 µM;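 active means versus positive control, 20 µM dose yields 30% or more activation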;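 further: 100% = tunicamycin at 10 µg/mL and 0% = DMSO only wells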
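Assay system: IRE1-XBP1 luciferase reporter CHO line. Input: 1000 cells/well. Buffer or medium: F12 with 10% serum. Doses: 20 µM, 1% DMSO. Times: overnight seeding at 37 °C, 6 h compound treatment at 37 °C. Technique: Steady-Glo luciferase glow luminescence, 10 min after reagent addition.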
CHOP UPR activ = activators of apoptotic arm of unfolded protein response (CHOP). CHO-CHOP luciferase reporter, UPR activation, luminescence; percent of tunicamycin response over DMSO baseline. activation, % at 10 µM. actives 0.34% (n = 330,000);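 active means at 10 µM dose, activation of 40% or more, normalized to positive control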;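 further: 100% = tunicamycin at 10 µg/mL and 0% = DMSO alone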
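Evaluation: % reporter activation, DMSO baseline versus tunicamycin full activation; System: CHO-CHOP luciferase reporter cell line; Input: 500 cells/well; Incubation: 6 h compound treatment, 37 °C; Measured by: Steady-Glo luciferase luminescence; Dosing: one dose, 10 µM in 0.5% DMSO; Buffer or medium: F12 medium, 10% FBS; Benchmarks: positive tunicamycin 10 µg/mL, negative DMSO alone.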
697 NFkB inh = inhibitors of the PMA/ionomycin-induced NF-kB reporter in 697 B cells; 697 B-cell NF-kB luciferase reporter, 16 h; inhibition, % at 4 µM; actives 0.33% (n = 330,000); in the data active means inhibition above about 35%
* hit, by the source's call.

nr	structure	tim10-1 inh	Jurkat NFkB inh	tim23-1 inh	Mdm2 MdmX PPI	TIM10 inh	XBP1 UPR activ	CHOP UPR activ	697 NFkB inh
1	CCCOc1ccc(C(=O)NNC(=S)NC(=O)CC)cc1	2	2	-26	47	-46	2	8.1	-31
2	CCN(CCCNC(=O)C1CCN(S(=O)(=O)c2cccc3nonc23)CC1)Cc1ccccc1	-3	2	9	-3	3	0	-0.6	6
3	O=C(Nc1ccc(N=Nc2ccccc2)cc1)c1ccc(Cl)cc1Cl	2	-2	-7	8	1	-1	0.1	6
4	CC(C)C(O)(C#CCN1CCCCCC1)c1ccccc1 (stereo unspecified)	4	-13	2	19	-22	-3	-2.5	12
5	COc1ccc(OCC(=O)Nc2ccc(NC(=O)c3cccs3)c(OC)c2)cc1	8	2	11	8	23	3	1.7	13
6	CCOC(=O)c1c(-c2ccc(F)cc2)csc1NC(=O)C1CC=CCC1C(=O)O (stereo unspecified)	21	-19	22	-21	-8	-3	0.3	-12
7	CC(=O)N1CCc2cc(S(=O)(=O)NC(CC(C)C)C(=O)N3CCc4ccccc4C3)ccc21 (stereo unspecified)	18	7	23	-30	17	3	-1.2	2
8	O=S(=O)(NCc1ccc2c(c1)OCO2)c1cccc2nsnc12	2	-6	8	4	-8	1	-1.7	2
9	Cc1ccc(N(C(=O)Cn2nnc3ccccc32)C(C(=O)NCc2ccco2)c2cccnc2)cc1 (stereo unspecified)	-20	-10	-11	17	-9	-2	-0.7	0
10	Cc1cc(=O)oc2cc(OCC(=O)N3c4ccccc4CC3C)ccc12 (stereo unspecified)	-6	47	-5	51*	7	7	1.8	-11
11	O=C(Nc1cccc(Cl)c1)OCc1cnc(Cl)s1	35	-9	26	13	13	0	0.7	-15
12	CCCCn1c(=N)n(CC(O)c2ccccc2)c2ccccc21 (stereo unspecified)	-8	-2	12	-33	-5	-2	-0.9	-16
13	Cn1cnnc1SCC(=O)NCCC1=CCCCC1	-6	3	7	-2	11	1	2.0	4
14	CN(C)CCCNC(=S)N1CCN(c2nc(-c3ccccc3)cs2)CC1	-10	-7	23	28	-17	1	1.5	15
15	CCOC(=O)/C=C/C(=O)OCC(=O)Nc1ccc(C)cc1	41*	-3	34	9	29	-3	-1.3	9
16	O=c1c2cc([N+](=O)[O-])ccc2nc2n1CCC2	8	10	-4	14	-2	-3	0.7	5
17	Clc1ccc(SCCCCN2CCNCC2)cc1	10	-22	-15	22	6	-4	1.2	-16
18	O=[N+]([O-])c1cccc(CN2CCN(c3ncccn3)CC2)c1	-7	-16	7	8	2	1	1.7	-6
19	O=[N+]([O-])c1ccc(C2=Nn3cnnc3SC2)cc1	9	-20	2	23	8	-4	-0.5	-8
20	CC(=O)c1nnn(-c2cccc([N+](=O)[O-])c2)c1C	9	-1	8	-37	13	-1	0.1	17
21	COc1ccccc1NCc1nnc(SCC(=O)N/N=C/c2ccco2)n1-c1ccc(Cl)cc1Cl	17	11	18	-16	12	-2	-1.9	17
22	O=C(NC1CCCCC1)c1cc(-c2ccc(Cl)cc2)on1	-10	-51	-5	10	1	5	4.4	-30
23	CC(=O)N1CCc2c(sc(NC(=O)c3cccc(N4C(=O)CCC4=O)c3)c2C(N)=O)C1	-4	0	-5	25	5	-4	0.2	13
24	O=C(COc1ccccc1F)N1c2ccccc2CCc2ccccc21	22	9	28	1	34	1	-0.3	-23
25	COc1ccc(C(CCc2ccc(C)o2)NC(=O)Nc2ccc(OC)cc2OC)cc1 (stereo unspecified)	1	-7	8	32	14	-1	-0.1	4
26	Cc1cccc(C)c1NC(=O)CN(C)C(=O)COc1cccc2c1OC(C)(C)C2	21	-11	10	-3	7	-1	-0.4	-1
27	O=S(=O)(Nc1cccnc1Cl)c1ccc2c(c1)OCCO2	7	11	17	10	-9	-1	-0.5	13
28	O=C(O)/C=C\C(=O)Nc1ccccc1C#Cc1ccccc1	13	-31	18	-13	13	3	0.6	-96
29	O=C(O)c1ccccc1C1=Nc2ccc(O)cc2Oc2cc(O)ccc21	0	-6	-7	-16	5	-2	1.6	8
30	COC(=O)C1=C(CSc2nc3ccccc3s2)NC(=O)NC1c1ccc(F)cc1 (stereo unspecified)	-7	-1	-8	20	11	3	-0.7	0

An excerpt from above, limited to 697 NFkB inh, tim23-1 inh and XBP1 UPR activ:
entry	compound	697 NFkB inh	tim23-1 inh	XBP1 UPR activ
19	O=[N+]([O-])c1ccc(C2=Nn3cnnc3SC2)cc1	-8	2	-4
20	CC(=O)c1nnn(-c2cccc([N+](=O)[O-])c2)c1C	17	8	-1
21	COc1ccccc1NCc1nnc(SCC(=O)N/N=C/c2ccco2)n1-c1ccc(Cl)cc1Cl	17	18	-2
22	O=C(NC1CCCCC1)c1cc(-c2ccc(Cl)cc2)on1	-30	-5	5

Continuation:
nr	structure	tim10-1 inh	Jurkat NFkB inh	tim23-1 inh	Mdm2 MdmX PPI	TIM10 inh	XBP1 UPR activ	CHOP UPR activ	697 NFkB inh
31	CCCCCCCNC(=O)C1(CC2CC(c3cccc(Br)c3)=NO2)CCN(C(=O)Cc2ccc(F)cc2)CC1 (stereo unspecified)	8	-4	22	36	13	1	1.2	3
32	CCOC(=O)Cc1cc(-c2ccccc2)nc2ccc3ccccc3c12	27	3	18	13	22	0	-1.5	4
33	Cc1csc2nc(O)c(C(=O)NCCCc3ccccc3)c(=O)n12	26	12	73*	61*	25	0	1.3	12
34	COc1ccc(NC(=O)CSc2ccccn2)cc1	7	-34	-9	-46	-20	2	3.9	-14
35	CCOCCCNC(=S)N1C2CCC1CC(NC(=O)NC13CC4CC(CC(C4)C1)C3)C2 (stereo unspecified)	-8	2	-10	-1	-8	-3	0.6	8
36	Cc1[nH]c(SCC(=O)c2c(N)n(C)c(=O)n(C)c2=O)nc1Cc1ccccc1	-2	6	0	-39	2	-2	-1.2	-3
37	O=C(NNC(=O)c1cc(-c2ccc(Cl)c(Cl)c2)nc2ccccc12)Nc1ccccc1	10	-8	4	50	10	5	1.2	22
38	O=C1c2ccccc2C(=O)N1n1cccc1	2	14	3	-12	-7	0	-1.7	-10
39	COc1ccc(N/C=C(\C#N)S(=O)(=O)c2ccc(Cl)cc2)c(OC)c1	17	7	26	16	21	-4	-0.9	3
40	COc1ccc(-n2nnnc2SCC(=O)Nc2cccc(O)c2)cc1	17	-6	16	13	-2	-4	0.1	-40
41	COc1ccc(Br)cc1CN1CCN(S(=O)(=O)Cc2ccccc2)CC1	-11	-6	-4	-1	-9	-2	0.1	-27
42	C#CCn1cc(/C=N/Nc2nc3ccccc3[nH]2)c2ccccc21	-88	-26	15	15	-33	9	3.8	-52
43	O=C(Nc1nc(-c2ccc3c(c2)OCO3)cs1)c1ccncc1	11	5	19	-18	15	4	1.4	-45
44	COCCNC(=O)[C@@H]1CSC2c3ccccc3C(=O)N21 (stereo partly specified)	16	-16	7	7	-2	-2	0.7	9
45	COc1cc(NC(=O)c2cccc(Cl)c2)c(OC)cc1NC(=O)CN1CCCCC1	32	-2	16	30	5	-3	-0.1	-9

2 entries from above in another layout.
43) O=C(Nc1nc(-c2ccc3c(c2)OCO3)cs1)c1ccncc1
44) COCCNC(=O)[C@@H]1CSC2c3ccccc3C(=O)N21 (stereo partly specified)
Screen / compound no.	43	44
tim10-1 inh	11	16
Jurkat NFkB inh	5	-16
tim23-1 inh	19	7
Mdm2 MdmX PPI	-18	7
TIM10 inh	15	-2
XBP1 UPR activ	4	-2
CHOP UPR activ	1.4	0.7
697 NFkB inh	-45	9

The list continues:
nr	structure	tim10-1 inh	Jurkat NFkB inh	tim23-1 inh	Mdm2 MdmX PPI	TIM10 inh	XBP1 UPR activ	CHOP UPR activ	697 NFkB inh
46	COc1cc(OC)cc(C(=O)NC(=S)N2CCCCCC2)c1	29	-3	39	3	27	1	-1.2	-4
47	CCN(CC)C(=O)Cc1cc(C(=O)O)c2ccccc2n1	-12	-10	-6	1	-14	-1	-2.4	-4
48	Cc1ccccc1-n1nc(C(=O)O)cc1-c1ccccc1	11	10	3	16	3	-2	-0.5	14
49	Cc1ccc(N(CC(=O)Nc2cccc(C)c2)S(=O)(=O)c2cccc3nonc23)cc1	42*	-1	18	-7	44*	-2	1.4	11
50	Cc1onc(-c2ccccc2)c1C(=O)Nc1nnc(COc2ccc(Cl)cc2)s1	19	-10	22	4	14	-7	7.1	3
51	CC(=O)Nc1ccc(NS(=O)(=O)c2ccccc2)cc1	12	11	-10	1	0	3	-0.3	15
52	CCC1(C)Cc2c(sc3c2c(=O)n(C)c2nnc(SCc4ccc5c(c4)OCO5)n32)CO1 (stereo unspecified)	19	-11	-22	49	-24	14	2.3	-28
53	Cc1cccc(C(=O)NCC(=O)OCC(=O)NC2CCCCC2)c1	-10	-8	-1	14	3	-2	-1.1	6
54	COc1ccc(NC(C)=O)cc1S(=O)(=O)Nc1ccc(OCc2ccccc2)cc1	8	13	6	0	-5	6	1.9	-11
55	COc1ccc(/C=C2\N=C(C)OC2=O)cc1OC	19	-18	22	-7	8	1	2.5	6
56	O=C(Nc1ccc(S(=O)(=O)N2CCCC2)cc1)N1c2ccccc2Sc2ccccc21	16	-58	27	34	21	-1	-0.3	-42
57	Cc1cc(C)c2c(CN3CCN(C/C=C/c4ccccc4)CC3)cc(=O)oc2c1	26	-1	19	3	25	-2	4.4	0
58	CC(=O)OC(Cn1ccnc1)c1ccccc1 (stereo unspecified)	-8	-4	-8	0	8	-2	-3.1	12
59	Cc1nnc(SCc2nnc(-c3cccs3)o2)n1C	9	-5	15	4	13	-2	1.8	-3
60	COCC(=O)Nc1ccc(S(=O)(=O)N2CCCC2)cc1	2	-6	5	-27	8	-2	1.3	-17
61	c1ccc(C2C/C(=N\N3CCOCC3)c3ccccc3O2)cc1 (stereo unspecified)	25	-34	2	21	-4	2	0.2	3
62	Brc1ccc(-c2ccccc2)cc1	-13	6	-5	23	1	-2	1.3	13
63	O=C(CSc1nnc(-c2ccccn2)n1Cc1ccccc1)Nc1ccc2c(c1)OCO2	10	-13	-33	0	-20	-2	0.0	-16
64	Cc1cc(C)nc(SCC(=O)c2ccc(F)cc2)n1	1	-62	19	-1	12	-4	2.3	-62
65	CCCCn1c(N)c(N(CC)C(=O)c2cnc(C)cn2)c(=O)[nH]c1=O	1	2	-2	-18	8	1	-0.7	-3
66	Cc1cc(C)n(-c2ccc(C(=O)OCC(=O)NC(c3ccccc3)c3ccccc3)cc2)n1	-2	-4	-8	23	7	-2	-1.5	12
67	CCS(=O)(=O)C1=NN2C(=N)/C(=C\c3ccc(OS(=O)(=O)c4ccccc4)cc3)C(=O)N=C2S1	-1	-18	16	0	4	-6	-1.0	10
68	CSc1ncccc1C(=O)OCC(=O)NCCc1ccccc1	-1	4	12	-5	-4	-1	-1.5	13
69	Cc1ccc(-c2nnc(SCC(=O)CC(=O)Nc3ccccc3)n2-c2ccccc2)cc1	33	5	30	-22	16	-3	1.5	-5
70	O=C(CSc1nnc(-c2ccco2)n1Cc1ccccc1)c1ccc(F)cc1	13	-14	24	-20	14	4	2.2	2
71	CCOC(=O)C1CCN(C(=O)c2cc3cc(C)ccc3[nH]2)CC1	30	-27	31	23	11	-2	1.7	-108
72	Cc1sc2nc(CSc3ncn[nH]3)[nH]c(=O)c2c1C	11	1	-2	-4	11	-3	2.1	10
73	O=C(COC(=O)c1c(F)cccc1F)NCc1ccc2c(c1)OCO2	3	2	21	-11	8	0	-1.1	7
74	Cc1ncc(CN2CCC(C(=O)Nc3ccc(Oc4cccnc4)cc3)CC2)cn1	8	12	4	11	-1	-1	-0.8	-7
75	CC1CCCCC1NC(=O)Cn1nnc2ccccc2c1=O (stereo unspecified)	14	-7	5	16	-23	-2	1.5	7
76	COC(=O)/C=C1\S/C(=N/N=C/c2ccco2)NC1=O	0	-8	3	17	-4	-2	1.6	-2
77	O=C(Nc1cccc(F)c1)c1cc(S(=O)(=O)NCCC2=CCCCC2)ccc1F	34	8	39	18	42*	-2	0.0	-9
78	CC(C)N(Cc1ccc(F)cc1)C(=O)c1cc2ccccc2oc1=O	2	-14	19	-1	11	1	9.1	-22
